IL-2 act: activators of IL-2. IL-2 activation reporter assay, cell-based qHTS; stimulated with anti-CD3/CD4/CD28 beads; in transgenic mouse T cells. hit rate 0.065% among 360,000. activation, % (series mostly up to about 46 µM). AID 652025; in the data active = activation above about 50%; inconclusive = mostly about 30% to 49%; note: 0% is about no effect
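Screening format: compound pinned onto unstimulated transgenic mouse T cells, 60 min incubation, then anti-CD3/anti-CD4/anti-CD28 bead stimulation for 18 hours at 37 degrees C, followed by EGFP and DsRed detection.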
PLK1 PBD inh: blocks phosphopeptide binding to human PLK1 polo-box domain. Plk1 PBD binding of FITC phosphopeptide, fluorescence polarization. hit rate 2.8% among 360,000. Potency, µM, without a hit: max response, negative = inhibition, most hits filed as inhibitors. P53350; note: potency is the fitted concentration of half-maximal effect; series mostly up to about 57 µM; % is set by controls: 0 for no effect and ±100 for the full control effect; nearly all actives have a fitted effect of over 65% in size
Target sequence (P53350 whole entry, looked up, the tested form may be a part): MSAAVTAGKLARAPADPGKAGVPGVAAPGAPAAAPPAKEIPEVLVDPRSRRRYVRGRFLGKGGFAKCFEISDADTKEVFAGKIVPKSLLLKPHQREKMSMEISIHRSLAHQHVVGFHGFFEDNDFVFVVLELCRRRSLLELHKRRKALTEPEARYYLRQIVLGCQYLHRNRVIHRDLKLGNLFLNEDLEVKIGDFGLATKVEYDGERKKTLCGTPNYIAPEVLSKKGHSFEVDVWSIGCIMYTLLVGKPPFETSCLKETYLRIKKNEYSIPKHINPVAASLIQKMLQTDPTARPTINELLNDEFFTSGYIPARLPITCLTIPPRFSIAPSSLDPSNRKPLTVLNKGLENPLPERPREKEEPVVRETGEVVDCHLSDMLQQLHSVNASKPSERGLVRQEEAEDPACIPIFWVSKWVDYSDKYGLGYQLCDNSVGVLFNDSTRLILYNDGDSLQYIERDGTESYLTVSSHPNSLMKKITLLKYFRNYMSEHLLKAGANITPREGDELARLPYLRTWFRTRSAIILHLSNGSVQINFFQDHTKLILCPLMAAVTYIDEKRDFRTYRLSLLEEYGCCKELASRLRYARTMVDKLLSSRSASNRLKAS
EPAC1 ag: activates human EPAC1 exchange factor | hit rate 0.073% among 360,000 | Potency, µM (titrated, usually from 154 µM), without a hit: top-dose activation, hits mostly activators | EPAC1 agonist qHTS, biochemical assay; response scale: 100% = response to 6.5 mM cAMP | O95398 | AID 720707; note: potency is the fitted concentration of half-maximal effect; nearly all actives have a fitted effect of over 60% in size
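Nucleotide exchange by EPAC1 (100 nM) on Rap1B–BODIPY-GDP (250 nM) in the presence of 50 uM GDP is tracked fluorescently at 480/540 nm over 30 min. Signals are normalized to a 6.5 mM cAMP control.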
EPAC1 antagonist: blocks human EPAC1 exchange factor; Potency, µM (highest dose often 115 µM), for inactives: top-dose activity change, negative = inhibition, actives largely listed as inhibitors; EPAC1 GEF assay, Rap1b-BODIPY-GDP exchange fluorescence; hit rate 0.14% among 360,000; O95398;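 note: potency is the fitted concentration of half-maximal effect; plate controls were vehicle for no effect and positive control for full effect; nearly all actives have a fitted effect of over 50% in size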
PI5P4Ka inh: blocks human PI5P4K alpha kinase activity; max response, %; P48426; PI5P4Kalpha enzyme, ADP-Glo luminescence, 60 min; hits give low values; hit rate 1.2% among 330,000; AID 652105; active = max response of -50% or lower; inconclusive = between -30% and -50%; inactive = -30% or higher; note: value at the top dose of about 77 µM; % is set by controls: 0 for no effect and ±100 for the full control effect
Target sequence (P48426 whole entry, looked up): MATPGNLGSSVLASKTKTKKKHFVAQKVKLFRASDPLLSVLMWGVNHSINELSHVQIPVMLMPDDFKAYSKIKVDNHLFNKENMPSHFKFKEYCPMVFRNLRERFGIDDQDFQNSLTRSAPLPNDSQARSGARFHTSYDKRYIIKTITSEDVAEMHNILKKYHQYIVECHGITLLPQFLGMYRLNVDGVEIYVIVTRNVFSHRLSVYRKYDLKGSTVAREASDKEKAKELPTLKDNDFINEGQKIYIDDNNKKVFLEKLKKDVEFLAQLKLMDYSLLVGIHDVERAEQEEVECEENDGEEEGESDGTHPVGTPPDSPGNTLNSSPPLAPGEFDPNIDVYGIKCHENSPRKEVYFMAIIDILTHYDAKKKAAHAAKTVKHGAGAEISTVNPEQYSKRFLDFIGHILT
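Compounds were pin-transferred onto PI5P4Kalpha and substrate in HEPES pH 7.4 buffer with EGTA, CHAPS and 5% DMSO. ATP (5 microM final) started the reaction, which ran 60 minutes at room temperature before ADP-Glo detection.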
WRN inhibitor: inhibitors of human WRN helicase; hit rate 0.46% among 360,000; Potency, µM (titrated, usually from 114 µM), for the others: at the top dose activity change, negative = inhibition, hits mostly inhibitors; WRN helicase unwinding, fluorescent forked duplex, kinetic; note: potency is the fitted concentration of half-maximal effect; % is set by controls: 0 for no effect and ±100 for the full control effect; nearly all actives have a fitted effect of over 55% in size
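WRN at 20 nM final preincubated with compound 15 min at room temperature; reaction started with 100 nM fluorophore/quencher forked duplex oligonucleotide and 2 mM ATP final. Unwinding followed kinetically by red fluorescence (ex 525, em 598 nm).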
FUS suppressor: rescues growth of FUS-expressing yeast; S. cerevisiae FUS-expressing, growth rescue, OD600, 24 h; hit rate 0.24% among 390,000; Potency, µM (doses to about 76.6 µM), without a hit: at the highest dose growth rescue (activation), usual class: activators;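 note: potency is the fitted concentration of half-maximal effect; plate controls were DMSO vehicle for no effect and reference control for full effect; nearly all actives have a fitted effect of over 55% in size; some results filed as inactive show a strong effect at the top dose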
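Yeast expressing FUS under galactose induction, OD 0.005 in 2% galactose medium; compounds in a dilution series, 24 h at 30C. Growth rescue by absorbance at 600 nm; CP55940 positive control, DMSO negative.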
Abeta rescue: restores growth of yeast expressing A-beta42 peptide; yeast expressing A-beta42, growth rescue, OD600, 48 h; response scale: 0% DMSO, 100% iron-clioquinol control; hit rate 0.063% among 410,000; Potency, µM (series often up to 46.1 µM), for inactives: at the top dose growth rescue, most hits filed as activators; note: potency is the fitted concentration of half-maximal effect; nearly all actives have a fitted effect of over 55% in size
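Yeast growth medium received pinned compounds, then yeast cells expressing toxic A-beta were added; plates incubated at 30 C for 48 hr. Growth read as absorbance at 600 nm, normalized to DMSO and equimolar FeCl3 plus clioquinol controls.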
The depositor's hits bear a star; ? = inconclusive; . = no result given; & = joins results of further samples; [ ] = remark or other dose. Unless noted, calls come from the whole dose curve; as a rule, active = well fitted curve in the direction sought with a large enough effect; inconclusive = small, poorly fitted or top-dose-only effect, or another doubt; inactive = no such curve, though single readings can be large; an effect the other way counts as inactive or inconclusive. Not a hit list; any-hit rate near 4.1%.

1	O=C(O)CCN1C(=O)c2ccc(NC(=O)COc3ccccc3)cc2C1=O
2	Cc1cc(C)cc(NC(=O)C(NCCN2CCOCC2)c2ccccc2)c1 (stereo not given)
3	O=C(CSc1n[nH]c(-c2ccc(Cl)cc2Cl)n1)Nc1ccccn1
4	Cc1cc(C)c(NC(=O)COC(=O)Cc2cccs2)c(C)c1
5	CCn1c(Cc2ccccc2)nnc1SCC(=O)Nc1nnc(-c2ccccc2)s1
6	O=C(NCc1ccncc1)c1cc(C(=O)C2CC2)c[nH]1
7	C/C(=N\NC(=O)c1cc2c(s1)CCC(C)C2)c1ccncc1 (stereo not given)
8	COC(=O)c1cn(-c2cccc(C)n2)cn1
entry no.	1	2	3	4	5	6	7	8
IL-2 act	0.6	3.5	-4.0	0.4	-1.9	0.3	-1.8	1.5
PLK1 PBD inh	-9%	24µM*	-2%	1%	-4%	-4%	-1%	-8%
EPAC1 ag	7%	7%	2%	0%	-9%	-8%	-7%	-2%
EPAC1 antagonist	6%	-8%	12%	-14%	6%	-9%	-8%	2%
PI5P4Ka inh	-6	3	0	-2	.	-8	5	-3
WRN inhibitor	-15%	?	-33%	-9%	-4%[57.1 µM]	11%	-6%	3%
FUS suppressor	.	18%	.	-8%	-4%	-46%[inhibitor]	22%	-16%
Abeta rescue	-5%	-24%	-5%	4%	-1%	11%	-8%	-2%

9	Cc1ccc(N2C(=O)N(CC(=O)Nc3ccc(C)cc3C)C(=O)C2C)cc1 (stereo not given)
10	Clc1ccc(C(c2cccs2)N2CCNCC2)cc1 (stereo not given)
11	Cc1c(C(c2ccccc2)c2c(C)n(C)n(-c3ccccc3)c2=O)c(=O)n(-c2ccccc2)n1C
12	CC(C)Oc1nc(-c2ccccc2Cl)nc2ccccc12
13	O=C(c1ccc2ccccc2c1)C1CCCN(C(=O)c2noc3c2CCCC3)C1 (stereo not given)
14	NC(N)=NN=C1CCC(c2ccccc2)CC1 (stereo not given)
15	Cc1ccc2cccc(NC(=O)C(F)(F)F)c2n1
16	CCC(=O)Nc1ccc2nn(-c3ccc(F)cc3)nc2c1
entry no.	9	10	11	12	13	14	15	16
IL-2 act	0.3	-3.8	1.4	-4.9	-0.5	-0.6	0.2	-0.5
PLK1 PBD inh	8%	2%	6%	-4%	0%	-16%	-7%	-4%
EPAC1 ag	-6%	1%	0%	-13%	4%	8%	-5%	-4%
EPAC1 antagonist	-8%	10%	10%	-12%	-10%	4%	1%	-3%
PI5P4Ka inh	-3	1	-4	40	-2	5	0	-4
WRN inhibitor	-2%	-2%	14%	3%	-7%	10%	-3%	-6%
FUS suppressor	-3%	9%	22%	11%	30%	22%	32%	12%
Abeta rescue	11%	5%	-3%	-23%	-24%	-12%	-15%	-8%

17	COc1cccc(NC(=O)CSc2nnc(CNC(=O)c3ccccc3F)o2)c1
18	COc1ccc(N=Cc2[nH]c3ccccc3c2O)cc1
19	COc1ccc(C(=O)CC(=O)C(=O)Nc2cccc(F)c2)cc1
20	COC(=O)c1cccc(NC(=O)Nc2ccc(Cl)cc2)c1
21	N#Cc1ccc(OCC(=O)NCCCn2ccnc2)cc1
22	COC(=O)c1c(C(=O)OC)c2cc(C)ccn2c1Cl
23	COc1cc(OC)cc(C(=O)NC2CC3CCC(C2)N3C)c1 (stereo not given)
24	O=C(Nc1cccc(F)c1)NC1(C(=O)N2CCC(O)CC2)CCCCC1
entry no.	17	18	19	20	21	22	23	24
IL-2 act	-4.5	6.8	-0.1	-1.6	1.0	-0.3	0.7	-0.2
PLK1 PBD inh	1%	?	-6%	6%	-9%	-3%	-17%	-5%
EPAC1 ag	-5%	1%	11%	-11%	-3%	17%	8%	-9%
EPAC1 antagonist	2%	-8%	-7%	11%	-3%	-22%	10%	8%
PI5P4Ka inh	-8	-2	7	0	1	9	4	2
WRN inhibitor	6%	0%	-1%	6%	12%	-8%	8%	-4%
FUS suppressor	4%	16%	7%	-7%	0%	14%	-27%	17%
Abeta rescue	-7%	13%	-4%	-7%	-3%	-6%	-3%	-3%

One compound at a time (already shown). Values in the order: IL-2 act, PLK1 PBD inh, EPAC1 ag, EPAC1 antagonist, PI5P4Ka inh, WRN inhibitor, FUS suppressor, Abeta rescue
`N#Cc1ccc(OCC(=O)NCCCn2ccnc2)cc1` is entered as 1.0, -9%, -3%, -3%, 1, 12%, 0%, -3%
`COc1ccc(N=Cc2[nH]c3ccccc3c2O)cc1` is entered as 6.8, ?, 1%, -8%, -2, 0%, 16%, 13%

(cont.)
25	COc1ccccc1N1CCN(Cc2nc3ccccc3[nH]2)CC1
26	CN(C)c1ccc(NC(=O)COC(=O)Cn2nnc3ccccc32)cc1
27	C=CCc1ccc(OCCCCN2CCC(C)CC2)c(OC)c1
28	O=C(Nc1ccc(N2CCOCC2)cc1)C1CCN(S(=O)(=O)c2ccccc2F)CC1
29	O=[N+]([O-])c1cc(F)c(N2CCCCC2)cc1N1CCOCC1
30	CC1CN(c2ccccc2)NC1=O (stereo not given)
31	COc1ccc(NC(=O)CN(C)C(=O)CNC(=O)Cc2cccc3ccccc23)cc1
32	COC(=O)c1cc(OC)c(OC)cc1NC(=O)c1cccc(OC)c1OC
entry no.	25	26	27	28	29	30	31	32
IL-2 act	1.2	-2.7	-2.9	-0.7	-2.4	-2.0	0.1	-1.9
PLK1 PBD inh	-5%	1%	-14%	-4%	1%	-7%	4%	3%
EPAC1 ag	2%	-7%	3%	-3%	3%	-3%	-20%	-11%
EPAC1 antagonist	?	-9%	-22%	-1%	-3%	-3%	-5%	8%
PI5P4Ka inh	-7	-9	2	0	.	0	-15	-6
WRN inhibitor	-32%	3%	-25%	-7%	-3%	-19%	-4%	7%
FUS suppressor	11%	.	.	-15%	8%	-14%	18%	9%
Abeta rescue	-8%	6%	4%	5%	-3%	-9%	8%	-8%

3 records picked at random from the list so far:
31	COc1ccc(NC(=O)CN(C)C(=O)CNC(=O)Cc2cccc3ccccc23)cc1
29	O=[N+]([O-])c1cc(F)c(N2CCCCC2)cc1N1CCOCC1
32	COC(=O)c1cc(OC)c(OC)cc1NC(=O)c1cccc(OC)c1OC
entry no.	31	29	32
IL-2 act	0.1	-2.4	-1.9
PLK1 PBD inh	4%	1%	3%
EPAC1 ag	-20%	3%	-11%
EPAC1 antagonist	-5%	-3%	8%
PI5P4Ka inh	-15	.	-6
WRN inhibitor	-4%	-3%	7%
FUS suppressor	18%	8%	9%
Abeta rescue	8%	-3%	-8%

More records.
33	Cc1nnsc1S(=O)c1ccc(Cl)c(Cl)c1 (stereo not given)
34	COc1ccccc1Nc1ncnc2c1c(C)c(C)n2CCCN(C)C
35	CC(C)CC(=O)Nc1ccc(S(=O)(=O)N2CCCC2)cc1
36	Cn1nc(C(F)(F)F)c(-c2cccc(C(F)(F)F)c2)c1NC(=O)Nc1ccc(F)cc1
37	CCCNC(=O)C(CC)NS(=O)(=O)c1ccc(OC)cc1 (stereo not given)
38	O=C(NC(=S)Nc1ccccc1N1CCCC1)c1cccc(F)c1
39	COCCNC(=O)CCCn1c(=O)c2ccccc2n(Cc2cccc([N+](=O)[O-])c2)c1=O
40	COc1ccc(CC(NC(C)=O)C(=O)N2CCN(C(=O)Nc3cccc(Cl)c3)CC2)cc1OC (stereo not given)
entry no.	33	34	35	36	37	38	39	40
IL-2 act	3.0	-2.9	1.1	-3.0	4.2	-1.5	1.1	1.5
PLK1 PBD inh	-18%	-12%	-6%	-21%	-8%	?	-19%	-5%
EPAC1 ag	-19%	2%	16%	-11%	13%	20%	-10%	-3%
EPAC1 antagonist	5%	-22%	6%	-1%	-2%	-8%	-27%	5%
PI5P4Ka inh	-7	2	5	18	1	-2	2	-2
WRN inhibitor	-1%	0%	3%	-3%	-25%	3%	-3%	0%
FUS suppressor	-15%	-22%	-5%	-2%	.	3%	0%	-9%
Abeta rescue	-57%[inhibitor]	-17%	16%	-7%	-6%	7.9µM*	?	-6%

41	O=C(CSc1ncn[nH]1)N1CCN(S(=O)(=O)c2ccc(Cl)cc2)CC1
42	COc1ccc(NC(=O)C2(c3ccc(NC(=O)c4ccc(OC)c(OC)c4)cc3)CCCC2)cc1
43	ClC1(Cl)CC1CSc1ncn[nH]1 (stereo not given)
44	Cc1nnc(NC(=O)C2CC(=O)N(Cc3ccccc3)C2)s1 (stereo not given)
45	Cc1ccc(-n2c(SCC(=O)N3CCOCC3)nnc2-c2cccnc2)cc1C
46	O=C(Oc1ccc(/C=N/NC(=O)c2ccccc2O)cc1)c1ccccc1
47	O=C(Nc1cc(-c2ccccc2)sc1C(=O)O)c1cccc(F)c1
48	COc1cccc(-c2[nH]nc3c2C(c2ccsc2)C(C#N)=C(N)O3)c1 (stereo not given)
entry no.	41	42	43	44	45	46	47	48
IL-2 act	-0.5	0.4	0.7	-4.4	2.3	0.4	-1.5	-0.4
PLK1 PBD inh	0%	1%	-3%	-3%	-9%	-12%	30µM*	?
EPAC1 ag	3%	1%	2%	16%	-5%	12%	-3%	-4%
EPAC1 antagonist	13%	4%	5%	5%	0%	-26%	?	3%
PI5P4Ka inh	.	.	8	-3	7	-13	-28	.
WRN inhibitor	-2%	-7%	3%	5%	3%	-1%	-21%	-35%
FUS suppressor	6%	17%	-6%	-16%	11%	12%	-14%&-11%	11%
Abeta rescue	14%	9%	-1%	-3%	-1%	-4%	-66%&-93%[inhibitor]	9%

49	O=C(Nc1nccs1)C(NS(=O)(=O)c1ccc(Br)s1)c1ccccc1 (stereo not given)
50	Cc1ccc(CC(CC(=O)O)C(=O)NCc2ccccc2)cc1 (stereo not given)
51	Cc1ncc([N+](=O)[O-])n1CCOC(=O)c1ccc(Br)cc1
52	O=C(NCC1(c2ccccc2)CCOCC1)c1ccc(Br)o1
53	Cc1ccccc1C(=O)NC(CC(C)C)C(=O)NCC(C)(C)N1CCOCC1 (stereo not given)
54	COc1ccccc1-n1cc2c([N+](=O)[O-])cc([N+](=O)[O-])cc2n1
55	O=C1OC(c2ccccc2)=C/C1=C/N1CCOCC1
entry no.	49	50	51	52	53	54	55
IL-2 act	1.0	-2.6	2.2	-2.7	-0.9	-1.9	-0.6
PLK1 PBD inh	-20%	-24%	-13%	-3%	-5%	-6%	-11%
EPAC1 ag	11%	7%	7%	5%	0%	2%	5%
EPAC1 antagonist	2%	-15%	4%	-3%	3%	-2%	-1%
PI5P4Ka inh	-20	1	3	4	-3	5	.
WRN inhibitor	2%	0%	0%	5%	5%	-13%	-11%
FUS suppressor	-10%	7%	5%	10%	.	0%	-2%
Abeta rescue	9%	5%	-5%	-2%	9%	14%	7%

High-throughput results as filed in PubChem BioAssay.
